Giardia killer – Giardia lamblia killing; 340,000 tested, 0.15% active; AID 540267; Giardia lamblia trophozoite viability; activity change, % at 7.66 µM, hits read low; in the data active = activity change below about -80%; inconclusive = between about -30% and that limit;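 note: parasites exposed to compound for two days anaerobically before the ATP read; % is set by controls: 0 for no effect and ±100 for the full control effect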
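Giardia trophozoites, 100 cells per well, were exposed to compounds for 48 hrs at 37 deg C under anaerobic conditions; viability was then read as ATP content by bioluminescence after 15-30 min at room temperature.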
TCR act – activates T cell receptor signaling; primary human leukocytes, anti-CD3, IL-2 HTRF, 48 h; Potency, µM (highest dose often 9.22 µM), for the others: at the highest dose activation of IL-2 secretion, usual class: activators; 330,000 tested, under 10 active; note: % of control where 0% means no effect
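HTRF read-out of IL-2 secretion: europium cryptate donor excited at 320nm, d2 acceptor emission at 665nm. Cells were primary human leukocytes incubated 48 hr with compounds and a-CD3 beads, supplying TCR signal only.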
TSHR antag – antagonists of human thyroid stimulating hormone receptor; P16473; TSHR-expressing cells, TSH-stimulated cAMP HTRF, 2 h; active compounds read low; activity change, negative = inhibition, % at 11.5 µM; 330,000 tested, 0.2% active; AID 504810;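 active = activity change below a set negative limit, meaning inhibition stronger than a set level, cut at about -70% in these data; inconclusive = activity change between two set negative limits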; note: % is set by controls: 0 for no effect and ±100 for the full control effect
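Freshly harvested TSHR cells receive pin-tooled compound, then EC80 TSH at 4nM final. After 2 hours at 37 deg C, antibody in lysis buffer and cAMP-d2 are added; 30 minutes at ambient temperature precede the HTRF read.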
FBPA coupling cs – counter-screen for Giardia aldolase inhibitors: coupling enzyme system; coupling enzyme system counterscreen, AmpLite Red fluorescence; 290,000 tested, 0.67% active; activity change, negative = inhibition, % at 58.2 µM, hits read low; in the data active = activity change below about -30%; note: % is set by controls: 0 for no effect and ±100 for the full control effect
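Activity here indicates interference with the coupling reaction, not aldolase inhibition. Compounds at 57.5 uM final met coupling enzymes for 10 min at RT; substrate and AmpLite Red detection followed, with a 525/598 nm fluorescence read after 20 min.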
GALK inhibitor – inhibitors of human galactokinase. P51570. Purified GALK, Kinase-Glo residual ATP luminescence. Potency, µM (top dose mostly 57.5 µM), inactives show at the highest dose activity change, negative = inhibition, hits mostly inhibitors. 270,000 tested, 0.007% active; note: potency is the fitted concentration of half-maximal effect; % is set by controls: 0 for no effect and ±100 for the full control effect
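5 nM enzyme, 35 uM ATP, 100 uM galactose, 20 mM HEPES pH8.0, 5 mM MgCl2; 1 h RT; residual ATP by Kinase-Glo Plus luminescence, qHTS format.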
hERG WT inh – KCNH2 (human, wildtype) channel inhibition; Q12809; U2OS, BacMam KCNH2, thallium flux FluxOr; active compounds read low; activity change, % at 1.84 µM; 340,000 tested, 0.37% active; AID 720551;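 active = maximum activity change below -70%; inconclusive = maximum activity change between -70% and -50%; inactive = maximum activity change above -50%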; note: % is set by controls: 0 for no effect and ±100 for the full control effect
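U2OS cells transduced with wild-type KCNH2 virus are loaded with FluxOr dye for 45 min, and thallium flux is measured in kinetic reads before and after stimulation buffer. Rate constants are normalized to DMSO controls.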
Tb PFK block – inhibitors of T. brucei phosphofructokinase; O15648; T. brucei PFK, ADP-Glo luminescence; Potency, µM (series often up to 57.5 µM), for inactives: at the highest dose activity, negative = inhibition, usual class: inhibitors; 330,000 tested, 0.17% active; AID 485367;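 note: potency is the fitted concentration of half-maximal effect; 0% = uninhibited 1x PFK enzyme wells and -100% = no-enzyme wells; nearly all actives have a fitted effect of over 60% in size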
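Activity is normalized to no-enzyme wells (full inhibition) and 1.25 nM enzyme wells (no inhibition). Reaction: 0.5 mM F6P, 0.1 mM ATP, 45 min RT, ADP-Glo luminescence; concentration-response curves fitted and classed by quality.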
MLL CXXC-DNA inh – MLL CXXC-DNA interaction inhibition; Q03164; MLL-CXXC / FITC-HOXA9 DNA fluorescence polarization; Potency, µM (series often up to 115 µM), for the others: top-dose activity change, negative = inhibition, actives largely listed as inhibitors; 290,000 tested, 0.037% active; AID 2662; active = well fitted inhibition curve with a large enough effect in the polarisation, with a control signal flat, not every such curve was filed as active; inconclusive = small, poorly fitted or top-dose-only effect, or effect the other way, or a change in a side signal; inactive = no such curve, though single readings can be large or run the other way; the % refers to the polarisation; note: potency is the fitted concentration of half-maximal effect
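Fluorescence polarization: 7 uM MLL-CXXC (stock) preincubated 5 min with compounds, then 50 nM fluorescein-HOX-A9 DNA (stock) added; 30 min ambient. Buffer 50 mM Tris-HCl pH 7.5, 50 mM NaCl, 1 mM DTT, 0.05% BSA.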
Chronic BCR inh – blocks chronic active B-cell receptor signaling; AID 493014; Potency, µM (titrated, usually from 46.1 µM), without a hit: at the top dose ratio change, negative = lower green/red ratio, actives largely listed as inhibitors; 340,000 tested, 0.05% active; ABC-DLBCL IkBa-CBG/CBR reporter, luminescence ratio, 4 h; active = well fitted inhibition curve with a large enough effect in the signal ratio, with a control signal flat, not every such curve was filed as active; inconclusive = small, poorly fitted or top-dose-only effect, or effect the other way, or a change in a side signal; the % refers to the signal ratio;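 note: potency is the fitted concentration of half-maximal effect; plate controls were basal doxycycline-induced cells for no effect and cells given 10 µM MG132 for full effect; MG132 reads +100%, hits lower the ratio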
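TMD8 human ABC-DLBCL cells with doxycycline-inducible IκBα–green luciferase fusion and unfused red luciferase, in 0.5% FBS medium; compounds up to 46 uM, 4 h at 37C. Green/red luminescence ratio, filter-overlap corrected, fitted to concentration-response curves.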
AT treatment – potential ataxia-telangiectasia treatment. […] A-T fibroblasts, KAP-1 phosphorylation AlphaLISA; neocarzinostatin DNA damage 30 min before lysis. Potency, µM (top dose mostly 57.5 µM), without a hit: at the top dose activation, actives largely listed as activators. 320,000 tested, 0.19% active. AID 485349; note: potency is the fitted concentration of half-maximal effect; % of control where 0% means no effect; nearly all actives have a fitted effect of over 45% in size
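ATM-like activity read as KAP-1 phosphorylation via AlphaLISA donor/acceptor antibody pairs after lysis and 6 hr at 25C. Cells were ATM-null patient fibroblasts ([…], hTERT), dosed 60 min, then exposed to the DSB inducer NCS for 30 min.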
Numbers without * were called inactive; i = inactive; ? = inconclusive; . = not tested or not shown; [ ] = remark or other dose. Unless noted, calls come from the whole dose curve; as a rule, active = well fitted curve in the direction sought with a large enough effect; inconclusive = small, poorly fitted or top-dose-only effect, or another doubt; inactive = no such curve, though single readings can be large; an effect the other way counts as inactive or inconclusive.

SMILES	Giardia killer	TCR act	TSHR antag	FBPA coupling cs	GALK inhibitor	hERG WT inh	Tb PFK block	MLL CXXC-DNA inh	Chronic BCR inh	AT treatment
Cc1cc(S(=O)(=O)N2CCN(Cc3ccc4c(c3)OCO4)CC2)cc(C)c1N1CCCC1=O	8	1%[46.1 µM]	-11	-1	-2%	-1	6%	1%	-18%	-3%
O=C(CCC(=O)Nc1nnc(C2CCCCC2)s1)NCC1CCCO1 (configuration not stated)	-1	-4%	13	2	5%	0	-4%	15%	?	.
CC(=O)c1ccc(OCCCC(=O)Nc2cccc(S(=O)(=O)N3CCCCCC3)c2)cc1	6	2%[46.1 µM]	-9	.	.	-2	-1%	.	2%	-10%
COc1ccc(OC)c(S(=O)(=O)n2ccnc2C)c1	2	-2%	1	0	-2%	-6	1%	-3%	?	-1%
Cc1cc(N)n2nc(C(F)(F)F)nc2n1	8	1%	10	-2	0%	i	6%	4%	?	6%
COc1cccc(-c2cc3nc4c(c(N5CCC6(CC5)OCCO6)n3n2)CCCC4)c1	5	-8%	2	-1	1%	-1	-3%	9%	?	-2%
Cc1ccc(N/C=C(\[N+](=O)[O-])S(=O)(=O)c2ccccc2)cc1	7	0%	-12	4	-7%	1	-2%	-3%	5%	0%
CCCC(O)(CCC)C(=O)NN(C(=O)CCl)c1ccccc1	-20	2%[46.1 µM]	7	4	1%	-24	0%	20%	?	-2%
CCOc1ccccc1NC(=O)Cn1c(=O)c2ccccc2n(CC)c1=O	-3	2%[46.1 µM]	-9	-2	0%	0	-6%	-6%	?	1%
O=C(O)CN1C(=O)/C(=C\c2cccc(OC(=O)c3ccco3)c2)SC1=S	-9	1%	-10	14	2%	4	2%	39%[activator]	10%	-18%
COc1ccc(-c2nc(-c3ccccn3)no2)cc1	-81*	-1%	-1	0	24%	-3	?	1%	?	-4%
COc1cc(OC)c(NC(=O)CC(C)=O)cc1Cl	-15	.	28	-6	.	?	0%	3%	?	-2%
Cc1ccc(-n2c(C)cc(C(=O)CN3CCCCC3)c2C)cc1	-7	4%[46.1 µM]	0	5	3%	7	2%	8%	0%	-7%
Cc1ccccc1NC(=S)N1CCN(Cc2ccccc2)CC1	-11	0%	35	3	.	i	4%	13%	-1%	-5%
CCOc1cccc(C2/C(=C(/O)c3ccc4c(c3)CC(C)O4)C(=O)C(=O)N2Cc2cccnc2)c1 (configuration not stated)	-11	-5%	-7	.	9%	0	2%	0%	-2%	-24%
CCOc1ccc2nc(NC(=O)Cn3cnc4c3c(=O)n(C)c(=O)n4C)sc2c1	3	-1%	11	-1	5%	-3	1%	-7%	?	?
O=[N+]([O-])c1ccc(Cl)cc1NCCCN1CCOCC1	13	-8%	11	4	1%	.	-3%	6%	-3%	-3%
Cc1c(C#N)c2ccccc2n1CC(=O)N1CCCC1	-8	-1%	30	1	1%	-6	1%	-5%	1%	15%
COc1ccc2[nH]c(C(=O)N3CCCN(Cc4ccc(F)cc4)CC3)cc2c1	-6	5%	-4	-2	1%	45	1%	9%	0%	-2%
Cc1c(O)c(C)c2c(c1O)C(=O)C[C@@H](c1ccccc1)O2	19	6%	-6	.	.	.	1%	.	12%	6%
Cn1c(CNC(=O)OC(C)(C)C)n[nH]c1=S	-9	-2%	-6	-5	-1%	0	0%	-7%	4%	-3%
CCCC(=O)Nc1ccc(NC(=O)Cc2ccccc2)cn1	-18	-3%	3	-2	-2%	-2	-1%	-1%	2%	3%
CCOc1cccc(C(=O)Nc2cccc(-c3nnc(-c4ccccc4)o3)c2)c1	-7	1%	7	2	0%	-1	1%	1%	?	9%
Cc1cc2c(OCC(O)CN3CCCC3)cccc2[nH]1 (configuration not stated)	18	-33%	-1	-5	1%	1	3%	0%	-17%	0%
CC1C(Br)C(=O)NC(=O)N1Cc1ccccc1 (configuration not stated)	5	2%	-3	0	-1%	13	9%	0%	7%	11%
COc1cccc(-c2c(-c3cc(OC)cc(OC)c3)n(C)c3ccc(-c4cnc(OC)nc4)cc23)c1	-13	-2%	18	.	.	13	-2%	.	3%	3%
CC1(C)OC(=O)N(c2ccccc2)C12C=Cc1c(ccc3ccccc13)O2 (configuration not stated)	-9	-4%[46.1 µM]	-18	3	1%	3	-1%	2%	13%	.
O=C(CSc1ccc2nnc(CCNC(=O)c3ccc(F)cc3)n2n1)NCc1ccco1	-13	0%	-2	.	3%	14	0%	-8%	0%	1%
COc1ccc(CCNC(=O)CSc2nnc(CNC(=O)c3c(F)cccc3Cl)o2)cc1OC	-6	1%	10	.	0%	-8	-2%	17%	?	8%
Cc1ccc(N(CN2C(=O)NC(C)(C)C2=O)CN2C(=O)NC(C)(C)C2=O)cc1	-11	.	6	4	-1%	-9	-10%	12%	-22%	0%
O=C1CCN(S(=O)(=O)c2ccccc2)CCN1CCOCc1ccc(F)cc1	15	1%	-1	7	0%	10	3%	-1%	0%	0%
NC(=O)c1ccc(-c2nnn(CC(=O)Nc3cccc(S(=O)(=O)N4CCCC4)c3)n2)cc1	24	.	-25	.	.	-18	0%	.	-7%	4%
CC1CCc2nn(CC(=O)Nc3ccc(F)cc3F)cc2C1 (configuration not stated)	-6	2%	-4	1	-1%	1	-3%	1%	?	2%
COc1cccc(OCCOc2ccccc2OC(C)C)c1	-16	-6%	-13	1	0%	-9	-3%	-17%	13%	.
COc1cccc(NC(=O)Nc2cccc(C)n2)c1	-5	1%	2	3	3%	5	-12%	0%	-7%	-3%
O=C(NN1CC(C(=O)OCc2ccc(Cl)cc2Cl)CC1=O)c1ccccc1 (configuration not stated)	21	-16%	-5	.	-7%	-8	-9%	7%	0%	-5%
COc1ccc(CNc2nc(NCc3ccc(OC)cc3)c3[nH]cnc3n2)cc1	-3	6%	-29	3	-2%	-6	3%	16%	?	5%
Cc1ccccc1-n1ncc2c1CC(C)(C)CC2NC(=O)CN1CCCC1=O (configuration not stated)	10	9%	11	.	2%	-11	-1%	1%	0%	12%
CC(C)CN1C(=O)/C(=C(/C#N)C(=O)NC2CCCCC2)c2ccccc21	8	-2%	-5	-6	-2%	-2	4%	1%	-1%	19%
Cc1ccc(NC(=O)C2CC(=O)NC(N3CCc4ccccc43)=N2)cc1 (configuration not stated)	-7	0%	3	0	-2%	-3	2%	3%	?	-4%
Cc1ccccc1N1CC(C(=O)N2CCCCCC2)CC1=O (configuration not stated)	-10	-3%	0	.	.	-3	-7%	.	-14%	-9%
O=C(COC(=O)c1cccc(Cl)c1)NC(=O)NCc1ccccc1	-8	4%	.	.	.	-17	7%	.	2%	10%
CC(C)(C)CC(=O)Nc1nn[nH]n1	?	-8%[46.1 µM]	-10	-2	1%	3	-3%	1%	1%	2%
CC(C)c1onc(C(=O)NC2CCCCC2)c1[N+](=O)[O-]	-28	5%	-2	1	10%	4	-6%	-2%	-1%	1%
Cc1cccc(C(=O)Nc2nnc(S(=O)(=O)N3CCC(C)CC3)s2)c1	7	-2%	-25	.	-7%	-6	-1%	-3%	13%	-12%
COc1cc(OC)cc(-c2nnc(N(C)C(=O)c3ccncc3)s2)c1	-2	-3%	7	1	14%	-2	0%	8%	2%	13%
O=C(OCC1OC(n2cnc3c(N(C(=O)c4ccccc4)C(=O)c4ccccc4)ncnc32)C(O)C1F)c1ccccc1 (configuration not stated)	-11	1%	-4	-3	-1%	-4	2%	5%	1%	5%
O=C(COC(=O)c1cccc(S(=O)(=O)NCc2ccccc2)c1)Nc1ccccc1OC(F)F	-3	-5%	-2	0	0%	6	1%	5%	?	-1%

Three compounds from above, sorted by their value in MLL CXXC-DNA inh, falling:
smiles	TCR act	TSHR antag	GALK inhibitor	MLL CXXC-DNA inh	Chronic BCR inh
COc1ccc(CNc2nc(NCc3ccc(OC)cc3)c3[nH]cnc3n2)cc1	6%	-29	-2%	16%	?
CC(C)(C)CC(=O)Nc1nn[nH]n1	-8%[46.1 µM]	-10	1%	1%	1%
Cc1cccc(C(=O)Nc2nnc(S(=O)(=O)N3CCC(C)CC3)s2)c1	-2%	-25	-7%	-3%	13%

Going on with the list:
SMILES	Giardia killer	TCR act	TSHR antag	FBPA coupling cs	GALK inhibitor	hERG WT inh	Tb PFK block	MLL CXXC-DNA inh	Chronic BCR inh	AT treatment
COc1ccc(NC(=O)N2CCCC(C(=O)NCc3ccccc3F)C2)cc1 (configuration not stated)	-3	-4%	-4	0	8%	2	-9%	-5%	-8%	-7%
COC(=O)C(CC(C)C)NC(=O)C(N)Cc1ccccc1 (configuration not stated)	-11	-4%	9	3	3%	3	6%	-2%	-5%	1%
Cc1cccc(/C(N)=N/OC(=O)Cc2cccs2)c1	2	-4%	-2	0	-1%	-1	-6%	10%	?	5%
Cc1n[nH]c(C)c1S(=O)(=O)N1CCc2ccccc21	9	4%	2	-20	-1%	-5	0%	8%	5%	0%
CCOC(=O)N1CCN(Cc2nc3ccc([N+](=O)[O-])cc3c(=O)n2-c2ccc(OC)cc2OC)CC1	11	0%	-9	0	-4%	-9	-6%	-13%	0%	-4%
